Source: PubChem BioAssay
S3 lipid droplet = qHTS Assay for Lipid Storage Modulators in Drosophila S3 Cells | Drosophila S3 cells, BODIPY lipid droplet fluorescence, 18-24 h; cells fed with added oleic acid | lipid storage change, negative = inhibition, % at the top dose, mostly 46.1 µM; hits show Potency in µM | actives 0.64% (n = 320,000); active = well fitted inhibition curve with a large enough effect in the signal ratio, with a control signal flat, not every such curve was filed as active; inconclusive = small, poorly fitted or top-dose-only effect, or effect the other way, or a change in a side signal; the % refers to the signal ratio
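Laser-scanning cytometry quantifies lipid droplet accumulation (500–530 nm total intensity; droplet/cell object ratio) in oleic acid-fed (400 uM added) Drosophila S3 cells treated with a concentration series. 20 uM Triacsin C defined 100% inhibition.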
S3 lipid droplet cell count max = also measured in S3 lipid droplet; calls as there; cell number change, %; measured here: cell count max response;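 cells counted by Cell Tracker Red CMTPX staining in the red channel; peak over a dose series mostly up to 46.1 µM; percent activity relative to internal control wells on each plate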
An asterisk follows results filed as active; i = inactive; ? = inconclusive; . = no result given. % is set by controls: 0 for no effect and ±100 for the full control effect; potency is the fitted concentration of half-maximal effect.

SMILES	S3 lipid droplet	S3 lipid droplet cell count max
CCC(C)c1ccccc1NC(=O)C(C)N(C)Cc1cccc(OC)c1 (configuration not stated)	?	.
CCCCCCCN1CCN=C1N(C)C	5%	10
COc1ccc(C(c2nnnn2CCc2ccccc2)N2CCN(C3CCCC3)CC2)cc1 (configuration not stated)	-3%	9
COc1ccc(C2C(C#N)=C(N)OC3=C2C(=O)CC(C)(C)C3)c(OC)c1OC (configuration not stated)	13%	-6
COc1ccc(Cl)cc1Nc1nc(N)c2ccccc2n1	?	.
Cc1ccc([C@@H]2CC=C(C(=O)O)CN2S(=O)(=O)c2ccc(C)cc2)cc1	?	.
CC1=NNC(=O)C1CC(=O)N/N=C(/C)c1cccc([N+](=O)[O-])c1 (configuration not stated)	0%	-2
CCCOc1ccc(/C(O)=C2/C(=O)C(=O)N(CCN(CC)CC)C2c2ccncc2)cc1 (configuration not stated)	?	.
O=C(COc1ccccc1)NNC(=S)NC(=O)c1ccc(Cl)cc1Cl	4%	-12
CC1(C)SC2c3ccccc3C(=O)N2[C@@H]1C(=O)NC1CC1 (some centres not stated)	i	-15
CC1(C)CC(=O)C=C(NCCc2ccc(S(N)(=O)=O)cc2)C1	29µM*	7.4*
COc1ccc(C(C)=O)c2c1OCCO2	-4%	-2
O=c1[nH][nH]c(C(F)(F)F)c1C=NCc1cccs1	?	.
S=c1[nH]nc(-c2ccn[nH]2)n1-c1ccccc1Cl	?	.
COc1ccc(CNC(=O)C2CCN(S(=O)(=O)N3CC(C)CC(C)C3)CC2)cc1 (configuration not stated)	26%	-10
COc1ccc(OCC(=O)N2N=C(C(F)F)CC2(O)C(F)F)cc1 (configuration not stated)	21%	0
Cc1c(Cl)cccc1-c1ccc(CNCc2ccccn2)o1	11%	1
CCC(C)(C(=O)NC1CCCC1)N(C(=O)c1ccccn1)c1ccc(C)cc1 (configuration not stated)	?	.
COc1ccc(-n2c(SCC(=O)Nc3ccc(C(=O)O)cc3)nnc2-c2cccs2)cc1	?	.
O=c1[nH]c2ccccc2cc1CN(Cc1cccnc1)S(=O)(=O)c1ccc(Cl)cc1	?	.
Cc1ccc(C(CNS(=O)(=O)c2ccc(C)cc2)N2CCN(C)CC2)cc1 (configuration not stated)	?	.
Cn1c(N2CCN(C(=O)NCc3ccccc3)CC2)nc2ccccc21	?	.
Cc1cc(C(F)(F)F)nn1CC(=O)N1CCOCC1	?	.
Cc1cc(C(=O)C(=O)O)c(C)n1-c1ccc(Cl)c(Cl)c1	?	.
C/C(=N\NC(=O)c1cccc(N/N=C(\C)c2cc(O)ccc2O)c1)c1cc(O)ccc1O	?	.
Next section
SMILES	S3 lipid droplet	S3 lipid droplet cell count max
COc1cccc(-c2ccc(NC(=O)C3CCCN(Cc4cnn(C)c4)C3)cc2)c1 (configuration not stated)	i	5
CC1=C(C)CC(C(=O)Nc2nc(-c3ccc(F)cc3)c(C)s2)C(C(=O)O)C1 (configuration not stated)	-1%	22
O=C(NCCc1ccc(Cl)cc1)C1CCC(CNc2nc(=S)[nH]c3ccccc23)CC1 (configuration not stated)	?	.
CCn1c2ccccc2c2cc(NC(=O)c3ccc([N+](=O)[O-])cc3)ccc21	i	.
N#Cc1c(-c2ccco2)ccn(Cc2cccc(F)c2)c1=O	?	.
CCN1CSC(=S)N(Cc2ccccc2)C1	?	.
COc1ccc(COC(=O)CCS(=O)(=O)c2ccc(C)cc2)cc1	?	.
C/C(=N\NC(=O)c1ccc(-c2ccccc2)cc1)C1C(=O)c2ccccc2C1=O	-11%	2
CN1C(=O)c2ccc(C(=O)Nc3ccccc3O)cc2C1=O	?	.
C(=N\N1CCN(C2c3ccccc3-c3ccccc32)CC1)/c1ccncc1	?	.
COc1ccc(NC(=O)NCc2ccccn2)cc1OC	-1%	-20
CCCC(=O)Nc1cccc(-c2nc3cc(C)c(C)cc3o2)c1	16%	-14
CCC1(c2ccc(F)cc2)NC(=O)N(CC(=O)N2CCc3ccccc3C2)C1=O (configuration not stated)	?	.
Cc1cccc(NC(=O)CSCC(=O)Nc2ccccc2C(=O)NC2CC2)c1	?	.
Cn1c2ccc(Cl)cc2c2nc3ccccc3nc21	-20%	-10
Cc1ccc(-c2cc(C(=O)N/N=C/c3ccc(Cl)cc3)n[nH]2)o1	?	.
CSc1nnc(C)c(=O)n1COC(=O)COc1ccc(Cl)cc1	8%	11
C=CCCC(=O)Nc1nc(C)c(-c2csc(Nc3ccccc3OC)n2)s1	-10%	-25
O=C(NCC1CCCO1)c1cc2c([nH]c3ccccc32)c(-c2cccc(Br)c2)n1 (configuration not stated)	?	.
CC(C)(C)OC(=O)NC(=NCCCc1cn(CC(=O)N2CCN(C(=O)OC(C)(C)C)CC2)nn1)NC(=O)OC(C)(C)C	3%	6
Cc1ccc(C(=O)OCC(=O)NC(C)C)cc1S(=O)(=O)N1CCOCC1	1%	-5
COc1ccc(-c2cc(C(=O)Nc3ccc4c(c3)OCO4)no2)cc1OC	?	.
COCCC1CCCCN1C(=O)c1cc(COc2cccc(C(C)=O)c2)on1 (configuration not stated)	?	.
COCCCn1c(=O)/c(=C\c2ccc(OC(F)F)c(OC)c2)s/c1=C(/C#N)C(=O)NCCOC	-3%	-9
Nc1ccc(C23CC4CC(CC(CO)(C4)C2)C3)cc1	?	.
More structures follow:
SMILES	S3 lipid droplet	S3 lipid droplet cell count max
O=C(N=Nc1c(O)[nH]c2ccccc12)c1cc(NS(=O)(=O)c2cccs2)cc(NS(=O)(=O)c2cccs2)c1	?	.
CN(C)S(=O)(=O)c1ccc2nnn(O)c2c1	-3%	4
O=C1CCC(C(=O)N2CCCCO2)CN1Cc1cccc(F)c1 (configuration not stated)	i	.
Cc1ccc(O)c(NC(=O)C2CC(c3c(F)cccc3Cl)=NO2)c1 (configuration not stated)	6%	-1
O=C(Nc1cccc2c1CCCC2)c1cc([N+](=O)[O-])ccc1Cl	?	.
CC(C)CCn1c(=O)c2ccccc2n2c(CN3C(=O)NC4(CCC(C)CC4)C3=O)nnc12 (configuration not stated)	27%	-14
COc1ccccc1C1C(C(N)=O)=C(C)Nc2nc(CCCO)nn21 (configuration not stated)	?	.
CCN(C(=O)Cn1c(=O)oc2ccccc21)c1cccc(C)c1	9%	12
CC(=O)Nc1c(NC(=O)CC#N)[nH]c2c(c1=O)c(=O)n(C)c(=O)n2C	4%	0
CCOC(=O)N1CCN(C(=O)C2CCN(S(=O)(=O)c3cc(Cl)ccc3OCC)CC2)CC1	-16%	1
CNc1ccccc1C(=O)OC(C)C(=O)Nc1ccc(Cl)cn1 (configuration not stated)	?	.
O=c1cc(-c2ccc(O)cc2)oc2c(C3OCC(O)C(O)C3O)c(O)c(C3OC(CO)C(O)C(O)C3O)c(O)c12 (configuration not stated)	1%	4
O=c1c2[nH]c3ccccc3c2ncn1CCCn1ccnc1	?	.
Cc1cc(NC(=O)CCC(=O)N(c2ccc(F)cc2)C(C(=O)NC2CCCC2)c2cccnc2)no1 (configuration not stated)	i	10
CCOC(=O)N1CCN(C(=O)CSc2nc(=O)n3ccccc3n2)CC1	2%	-11
Cc1csc2nc(CSc3nc4ccccc4o3)cn12	?	.
NC(=O)C1CCCN1S(=O)(=O)c1ccc2ccccc2c1 (configuration not stated)	?	.
COc1ccccc1/C=N/NC(=O)c1cccc2ccccc12	-19%	11
COc1cc(O)c(C(CCN2CCCC2)c2cc(OC)c(OC)c(OC)c2)c(OC)c1 (configuration not stated)	14%	-1
COc1cc(C(C)=O)ccc1OCCCOc1cccc2cccnc12	-8%	-12
COc1ccc(OCC(=O)Nc2ccc(NC(=O)c3ccccc3Cl)c(OC)c2)cc1	?	.
CC(=O)Nc1ccc(NC(=O)C(C)OC(=O)CCCN2C(=O)c3cccc4cccc(c34)C2=O)cc1 (configuration not stated)	?	.
COc1cccc(CNC23CC4CC(CC(C4)C2)C3)c1OCc1ccccc1	-9%	-4
Nc1cc(-c2ccc(Br)cc2)nn1S(=O)(=O)c1cccc2nsnc12	?	.
CN(CC(=O)Nc1c(Cl)cccc1Cl)C(=O)c1sccc1-c1ccccc1	?	.

Reprinted from the listing, 7 compounds:
SMILES	S3 lipid droplet	S3 lipid droplet cell count max
CCC(C)c1ccccc1NC(=O)C(C)N(C)Cc1cccc(OC)c1 (configuration not stated)	?	.
CCCCCCCN1CCN=C1N(C)C	5%	10
COc1ccc(C(c2nnnn2CCc2ccccc2)N2CCN(C3CCCC3)CC2)cc1 (configuration not stated)	-3%	9
COc1ccc(C2C(C#N)=C(N)OC3=C2C(=O)CC(C)(C)C3)c(OC)c1OC (configuration not stated)	13%	-6
COc1ccc(Cl)cc1Nc1nc(N)c2ccccc2n1	?	.
Cc1ccc([C@@H]2CC=C(C(=O)O)CN2S(=O)(=O)c2ccc(C)cc2)cc1	?	.
CC1=NNC(=O)C1CC(=O)N/N=C(/C)c1cccc([N+](=O)[O-])c1 (configuration not stated)	0%	-2

The listing continues.
SMILES	S3 lipid droplet	S3 lipid droplet cell count max
Cc1c(C)n(C)c2ccc(C(=O)NCc3cccs3)cc12	11%	4
CC(C)(CNC(=O)c1cc2ccccc2o1)N1CCOCC1	?	.
Cc1ccc(S(=O)(=O)CCC(=O)Nc2ccccc2N2CCCC2)cc1	?	.
COc1ccc(F)cc1C(=O)C1CCCN(C(=O)c2cccc(N(C)C)c2)C1 (configuration not stated)	?	.
COc1ccc(Cl)cc1NC(=O)CN(C)C(=O)c1ccc(OCc2ccccc2)c(OC)c1	?	.
COCCN1Cc2cccc(C(=O)Nc3ccc4c(c3)OCCO4)c2C1=O	?	.
Cc1cccc(NC(=O)CSc2nc3ccc(N4C(=O)c5ccccc5C4=O)cc3s2)c1C	?	.
Nc1nnc2c(n1)CCCC2	?	.
CCc1ccc(OCC(=O)NC(=S)Nc2cccc(CO)c2)c(Br)c1	?	.
CCN(CC)C(C(=O)Nc1ccc(C(C)C)cc1)c1ccc2c(c1)OCO2 (configuration not stated)	28%	15
CC(C)C(NC(=O)CCNC(=O)c1ccccc1Cl)c1nc2ccccc2[nH]1 (configuration not stated)	?	.
COCC(=O)N(CCc1ccc(OC)c(OC)c1)Cc1nc2ccccc2c(=O)[nH]1	23%	-6
Cc1ccccc1-n1nnnc1SCCCC(=O)c1ccc(F)cc1	9%	3
Cc1cccc(-n2c(=O)c3c4c(sc3n3c(=S)[nH]nc23)CCC4)c1	-11%	.
C=CCNC(=S)N/N=C/c1ccc(OCc2ccccc2Cl)cc1	?	.
O=C(NC1CCCC1)C(c1cccnc1)N(Cc1ccccc1F)C(=O)c1csnn1 (configuration not stated)	i	1
CSc1ccc(S(=O)(=O)N(CC(=O)NN=C2CCN(C)CC2)c2ccc(C)cc2)cc1	0%	18
COCCN(C(=O)/C=C/c1cccc([N+](=O)[O-])c1)c1c(N)n(Cc2ccccc2)c(=O)[nH]c1=O	8%	1
CCc1ccc(OCC(=O)NNC(=O)c2cc(S(=O)(=O)N3CCOCC3)ccc2N2CCCC2)cc1	?	.
CCOc1cc2[nH]c(=S)n(Cc3ccc(C(=O)NCCCN(CC)CC)cc3)c(=O)c2cc1OCC	i	.
Cc1cc(C(=O)N2CCCc3ccccc32)ccc1[N+](=O)[O-]	2%	-2
O=C(N/N=C/c1cccnc1)c1ccc(NC(=O)c2ccc(F)cc2)cc1	-12%	-8
NC(=S)Cc1nc(-c2ccc(Cl)cc2)cs1	i	14
O=C(Nc1ccc(N2CCCC2)c(Cl)c1)c1ccc([N+](=O)[O-])o1	-19%	2
COc1ccc(Cl)cc1NC(=O)CNc1ccccc1F	1%	12
(further entries)
SMILES	S3 lipid droplet	S3 lipid droplet cell count max
Cc1c2c(=O)n(-c3nc4ccccc4s3)nc-2cc(O)n1Cc1ccccc1	?	.
CSc1nc2ncc3c(n2n1)CC1c2ccccc2CCN1C3=O (configuration not stated)	?	.
CCC(Cc1ccccc1)NS(=O)(=O)c1ccc2c(c1)NC(=O)C(C)S2 (configuration not stated)	?	.
O=C(NCCO)C(=O)Nc1cc2c3c(c1)CCN3C(=O)CC2	i	-29
CN(C)CCNc1nc2c(c(=O)[nH]c(=O)n2C)n1CC(O)COc1ccc(Cl)cc1 (configuration not stated)	1%	0
COc1ccc(Br)cc1S(=O)(=O)NCCN1CCOCC1	-7%	-1

Looked up above.
O=C(NCCO)C(=O)Nc1cc2c3c(c1)CCN3C(=O)CC2 in S3 lipid droplet cell count max → -29
COc1ccc(Br)cc1S(=O)(=O)NCCN1CCOCC1 in S3 lipid droplet → -7%
CN(C)CCNc1nc2c(c(=O)[nH]c(=O)n2C)n1CC(O)COc1ccc(Cl)cc1 (configuration not stated) in S3 lipid droplet → 1%

An excerpt (hit frequency here may not be typical).
